XiGFP reactiv – activators of X-chromosome reactivation in mouse fibroblasts | activation, % at 7.58 µM | XiGFP mouse fibroblasts, % GFP-positive cells imaging, 3 d; cells co-treated with 5-aza-dC sensitizer; scaled so ellipticine positive control = 100% | actives 0.055% (n = 360,000);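 active = mean normalized replicate activation at least 10% and every replicate at or above 10%; inconclusive = only one of the two criteria met; inactive = mean below 10% and not all replicates reach 10%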;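 also: 0% = median of on-plate neutral control wells and 100% = ellipticine 6 µM median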
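Schedule: 3 d treatment, 15 min room-temperature fixation; system: 68-5-11 XiGFP fibroblast line; buffer or medium: DMEM plus 5-aza-dC sensitizer; control set: ellipticine 6 µM positive control; compound: one concentration, pinned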
ARNT-TACC3 inh – disrupts binding between human ARNT and TACC3. Q9Y6A5. AlphaScreen His-ARNT PAS-B/GST-TACC3 binding, luminescence; TACC3 fragment carries E629A point mutation. inhibition, % at 9.99 µM. actives 0.66% (n = 390,000);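 active = mean inhibition of replicates at least 50% and at least half of replicates each reaching 50%; inconclusive = half or more replicates reach 50% but mean below 50%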;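 also: 0% = complete ARNT plus TACC3 wells and 100% = ARNT alone without TACC3; many hits fall short of the cut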
GSIS activator – primary screen for activators of insulin secretion dependent on glucose, INS-1E cells, GLuc reporter luminescence | INS-1E GLuc reporter insulin secretion, 2-3 h | actives 0.61% (n = 370,000) | activation, % at 16.6 µM;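 active = lowest replicate activation of at least 40%, so every replicate reaches that level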;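 also: 0% = median of neutral control wells and 100% = median of IBMX positive control wells; some compounds called inactive have numbers as strong as hits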
EWS-Fli block – EWS/Fli transcriptional activity inhibition; A673 NR0B1-luciferase reporter, viability-normalised; inhibition, % at 12.6 µM; actives 0.67% (n = 350,000);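 active = mean inhibition of at least 50% after viability correction, with every replicate also passing that limit; inconclusive = mean reaches 50% but only one of two replicates passes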;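 also: firefly luciferase signal divided by Alamar Blue viability fluorescence both relative to DMSO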
CFTR F508del cor – CFTR F508del correction in bronchial cells. CFBE cells, YFP halide quenching; stimulated with forskolin plus potentiator P3; % fluorescence drop versus neutral controls. activity (quench increase), % at 7.58 µM. actives 0.36% (n = 350,000). AID 720511;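 active = mean added fluorescence quench of at least 8% versus neutral control, with both replicates also reaching 8%; inconclusive = only one of the mean or replicate conditions met; inactive = mean below 8% and not both replicates reaching 8%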;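 also: cells transiently co-express mutant CFTR-F508del with the halide-sensitive YFP; corrector assay measuring rescue of mutant channel to the surface after 24 h compound exposure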
PAX8 reporter – PAX8 transcriptional activity inhibition. RMG-I TPO-luciferase reporter, SteadyGlo, 24 h. inhibition, % at 12.6 µM. actives 1.2% (n = 360,000);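 active = mean replicate inhibition at least 60% with every replicate also reaching 60%; inconclusive = only one of the two criteria is met; inactive = mean below 60% and not all replicates reaching 60%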;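 also: luciferase light reporting Pax8 driven TPO promoter activity; plate controls were median of neutral control wells for no effect and mitoxantrone controls for full effect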
DENV2 CPE rescue – inhibitors of DENV2 cytopathic effect | actives 1.7% (n = 350,000) | AID 651640 | CPE inhibition, % at 9.99 µM | DENV2-infected cells, cytopathic effect rescue, plate reader; in the data active = CPE inhibition above about 20%, passing the limit was not always enough; inconclusive = no clear call, values can overlap the other calls; tested in BHK-21 cells;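 also: 0% = median of neutral control wells and 100% = median of positive control wells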
ERp5 block – ERp5 (human) disulfide isomerase inhibition | Q15084 | ERp5 insulin aggregation, absorbance 650 nm, 90 min | inhibition, % at 9.99 µM | actives 0.05% (n = 350,000) | AID 651711;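 active = mean replicate inhibition above about 25%, with every replicate also reaching it, limit read from the data, passing the limit was not always enough; inconclusive = only one of those two criteria met; inactive = neither criterion met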
Target sequence (Q15084 whole entry, looked up): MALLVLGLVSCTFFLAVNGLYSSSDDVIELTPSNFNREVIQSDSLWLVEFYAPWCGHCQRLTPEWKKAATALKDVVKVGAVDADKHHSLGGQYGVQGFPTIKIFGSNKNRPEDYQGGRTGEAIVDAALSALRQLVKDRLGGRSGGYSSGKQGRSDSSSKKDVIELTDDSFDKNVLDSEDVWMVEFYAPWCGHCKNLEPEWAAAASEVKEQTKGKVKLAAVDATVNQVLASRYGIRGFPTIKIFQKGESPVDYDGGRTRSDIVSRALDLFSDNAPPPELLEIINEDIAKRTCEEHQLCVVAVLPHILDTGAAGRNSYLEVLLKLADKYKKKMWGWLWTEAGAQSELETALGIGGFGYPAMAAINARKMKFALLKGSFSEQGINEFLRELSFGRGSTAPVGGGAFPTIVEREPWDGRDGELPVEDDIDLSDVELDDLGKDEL
Starred values were filed as active, the others as inactive.

Screening C[C@H]1CCCCO[C@H](CN(C)S(=O)(=O)c2ccc(F)cc2)[C@@H](C)CN([C@@H](C)CO)C(=O)c2cc(NC(=O)NC3CCCCC3)ccc2O1 returned XiGFP reactiv 0.0, ARNT-TACC3 inh 12, GSIS activator -12, EWS-Fli block 6, CFTR F508del cor -0.3, PAX8 reporter 11, DENV2 CPE rescue -12 and ERp5 block -2.
O=C(O)[C@@H]1Cc2ccccc2N1 was read as XiGFP reactiv 0.1, ARNT-TACC3 inh -2, GSIS activator 7, EWS-Fli block -2, CFTR F508del cor -0.9, PAX8 reporter 20, DENV2 CPE rescue 6 and ERp5 block 3.
For Cc1ccc(S(=O)(=O)Nc2cccc3c2O[C@@H](CN(C)Cc2ccc(-c4ccccc4)cc2)[C@@H](C)CN([C@@H](C)CO)C3=O)cc1 the results were XiGFP reactiv 0.0, ARNT-TACC3 inh 5, GSIS activator -13, EWS-Fli block 10, CFTR F508del cor -5.2, PAX8 reporter 2 and ERp5 block -1.
CCCCCc1nnc(NC(=O)c2ccc(N3CCCC3=O)cc2)s1 was read as XiGFP reactiv -0.2, ARNT-TACC3 inh 0, GSIS activator 4, EWS-Fli block -2, CFTR F508del cor 0.6, DENV2 CPE rescue -8 and ERp5 block -1.
`COc1ccc(NC(=O)N[C@H]2CC[C@@H](CCNS(=O)(=O)c3ccccc3F)O[C@H]2CO)cc1` gave XiGFP reactiv 0.2, ARNT-TACC3 inh 3, GSIS activator 2, EWS-Fli block 2, CFTR F508del cor -1.2, PAX8 reporter 3, DENV2 CPE rescue -2 and ERp5 block -2.
`C[C@@H]1CN([C@@H](C)CO)C(=O)c2cc(NC(=O)NC3CCCCC3)ccc2O[C@@H]1CN(C)S(=O)(=O)c1cn(C)cn1` gave XiGFP reactiv 0.2, ARNT-TACC3 inh -10, GSIS activator 23, EWS-Fli block 0, CFTR F508del cor -0.4, DENV2 CPE rescue 0 and ERp5 block 0.
Screening Cc1noc(C)c1S(=O)(=O)Nc1ccc2c(c1)C(=O)N([C@@H](C)CO)C[C@@H](C)[C@H](CN(C)C(=O)c1ccccc1)OCCCC[C@@H](C)O2 returned XiGFP reactiv 0.3, ARNT-TACC3 inh -33, GSIS activator 1, EWS-Fli block -2, CFTR F508del cor -2.2, PAX8 reporter 1, DENV2 CPE rescue 0 and ERp5 block 0.
Screening COc1cccc(NC(=O)CN(C)C(=O)c2c(C)nn(CC(C)C)c2Cl)c1 returned XiGFP reactiv 0.0, ARNT-TACC3 inh 3, GSIS activator 5, EWS-Fli block -9, CFTR F508del cor -1.6, PAX8 reporter -6, DENV2 CPE rescue -4 and ERp5 block 4.
For CCOc1ccccc1N1CCN(C(=O)CN2C(=O)NC3(CCCC3)C2=O)CC1 the results were XiGFP reactiv -0.1, ARNT-TACC3 inh -12, GSIS activator 17, EWS-Fli block 2, CFTR F508del cor 0.1, PAX8 reporter 6, DENV2 CPE rescue -5 and ERp5 block 0.
CC1CCCCC12NC(=O)N(CC(=O)Nc1ccc3[nH]c(=O)[nH]c3c1)C2=O (stereo not drawn) was read as XiGFP reactiv 0.4, ARNT-TACC3 inh -1, GSIS activator 6, EWS-Fli block -2, CFTR F508del cor 1.8, DENV2 CPE rescue -5 and ERp5 block 0.
Cc1cc(C)c(OCCOCCN2CCCC2)c(C)c1 was read as XiGFP reactiv 0.3, ARNT-TACC3 inh 5, GSIS activator 2, EWS-Fli block -16, CFTR F508del cor -4.6, PAX8 reporter -18, DENV2 CPE rescue 1 and ERp5 block 6.
CC(C)C#Cc1ccc([C@@H]2[C@@H](CO)N3CCCCN(C(=O)c4ccc(F)cc4)C[C@H]23)cc1 was read as XiGFP reactiv 0.2, ARNT-TACC3 inh 13, GSIS activator -8, EWS-Fli block 1, CFTR F508del cor 0.2, PAX8 reporter -6, DENV2 CPE rescue 7 and ERp5 block -2.
`COc1cccc(CN2CC(C(=O)N3CCCCCCC3)CCC2=O)c1` (stereo not drawn) gave XiGFP reactiv 0.1, ARNT-TACC3 inh 13, GSIS activator -6, EWS-Fli block -1, CFTR F508del cor -3.4, PAX8 reporter -5, DENV2 CPE rescue -6 and ERp5 block 3.
For O=C(COC(=O)c1ccc(Cl)nc1)Nc1ccc2c(c1)CCC2 the results were XiGFP reactiv 0.1, ARNT-TACC3 inh 0, GSIS activator 19, EWS-Fli block 0, CFTR F508del cor -0.6, PAX8 reporter 13, DENV2 CPE rescue 9 and ERp5 block 2.
Screening Cc1cc(OC(=O)c2ccc(C(C)(C)C)cc2)c([N+](=O)[O-])c(=O)[nH]1 returned XiGFP reactiv 0.1, ARNT-TACC3 inh 12, GSIS activator 15, CFTR F508del cor -0.4, PAX8 reporter -5, DENV2 CPE rescue -5 and ERp5 block 5.

The closing 2 compounds of the part above come first, to join the parts.
For O=C(COC(=O)c1ccc(Cl)nc1)Nc1ccc2c(c1)CCC2 the results were XiGFP reactiv 0.1, ARNT-TACC3 inh 0, GSIS activator 19, EWS-Fli block 0, CFTR F508del cor -0.6, PAX8 reporter 13, DENV2 CPE rescue 9 and ERp5 block 2.
Screening Cc1cc(OC(=O)c2ccc(C(C)(C)C)cc2)c([N+](=O)[O-])c(=O)[nH]1 returned XiGFP reactiv 0.1, ARNT-TACC3 inh 12, GSIS activator 15, CFTR F508del cor -0.4, PAX8 reporter -5, DENV2 CPE rescue -5 and ERp5 block 5.
COc1ccc(CN(C)C[C@@H]2Oc3ccc(NC(=O)Cc4cn(C)c5ccccc45)cc3C(=O)N([C@@H](C)CO)C[C@H]2C)cc1 was read as XiGFP reactiv -0.1, ARNT-TACC3 inh 21, GSIS activator -15, EWS-Fli block -3, CFTR F508del cor 2.1, PAX8 reporter 34, DENV2 CPE rescue 3 and ERp5 block -3.
For COC(=O)C[C@H]1C[C@@H]2c3cc(NC(=O)c4ccc5c(c4)OCO5)ccc3O[C@@H]2[C@H](CO)O1 the results were XiGFP reactiv 0.1, ARNT-TACC3 inh 2, GSIS activator 3, EWS-Fli block -12, CFTR F508del cor 2.1, PAX8 reporter -1, DENV2 CPE rescue -4 and ERp5 block -15.
Screening NCC[C@H]1CC[C@H](NS(=O)(=O)c2ccc(Cl)cc2)[C@@H](CO)O1 returned XiGFP reactiv 0.2, ARNT-TACC3 inh -7, GSIS activator 3, EWS-Fli block -5, CFTR F508del cor -1.4, PAX8 reporter -2, DENV2 CPE rescue 3 and ERp5 block -2.
Cc1ccc(S(=O)(=O)NC(CC(C)C)C(=O)N2CCCCCCC2)cc1 (stereo not drawn) was read as XiGFP reactiv 0.0, ARNT-TACC3 inh -1, GSIS activator 16, EWS-Fli block -2, CFTR F508del cor 2.0, PAX8 reporter -7, DENV2 CPE rescue inconclusive and ERp5 block 21.
`Nc1ncnc2c(C3OC(CO)C(O)C3O)scc12` (stereo not drawn) gave XiGFP reactiv 0.8, ARNT-TACC3 inh 0, GSIS activator -18, EWS-Fli block 37, CFTR F508del cor 6.3, PAX8 reporter 114*, DENV2 CPE rescue 2 and ERp5 block 12.
For O=C(Nc1nnc(-c2ccc(Cl)cc2)o1)Nc1ccccc1F the results were XiGFP reactiv 0.1, ARNT-TACC3 inh -6, GSIS activator 8, EWS-Fli block -12, CFTR F508del cor -2.7, PAX8 reporter -19, DENV2 CPE rescue 5 and ERp5 block -2.
Screening Cc1ccc(NC(=O)CSc2nnc(CNC(=O)c3cccs3)o2)c(C)c1 returned XiGFP reactiv 0.2, GSIS activator 5, EWS-Fli block 10, PAX8 reporter 7, DENV2 CPE rescue 2 and ERp5 block 2.
`CCOc1c(Cl)cc(CNCC(O)c2ccccc2)cc1OC` (stereo not drawn) gave XiGFP reactiv 0.0, ARNT-TACC3 inh -7, GSIS activator -8, EWS-Fli block 13, CFTR F508del cor -2.5, PAX8 reporter -1, DENV2 CPE rescue 8 and ERp5 block 8.
For CCOC(=O)C1CCCN(Cc2ccc(OCc3ccccc3)cc2)C1 (stereo not drawn) the results were XiGFP reactiv 0.1, ARNT-TACC3 inh -9, GSIS activator 1, EWS-Fli block 11, CFTR F508del cor -4.5, PAX8 reporter 0, DENV2 CPE rescue -1 and ERp5 block 1.
For Cc1cccc(OCC(=O)Nc2ccc(CN3CCOCC3)cc2)c1C the results were XiGFP reactiv 0.1, ARNT-TACC3 inh -5, GSIS activator 6, CFTR F508del cor 2.5, PAX8 reporter -1, DENV2 CPE rescue -4 and ERp5 block 2.
For CC(C)N(C)c1ncnc2c1ncn2[C@H]1CN(Cc2cccs2)C[C@@H](CO)O1 the results were XiGFP reactiv 0.2, GSIS activator 19, EWS-Fli block -2, CFTR F508del cor 1.6, PAX8 reporter -2, DENV2 CPE rescue -8 and ERp5 block 2.
O=C1C=Cc2cccc3ccc(O)c1c23 was read as XiGFP reactiv 0.0, ARNT-TACC3 inh 11, GSIS activator 2, EWS-Fli block -9, CFTR F508del cor 5.2, PAX8 reporter -24, DENV2 CPE rescue -6 and ERp5 block -12.
Cc1cc(Cl)ccc1OCCCC(=O)OCC(N)=O was read as XiGFP reactiv 0.1, ARNT-TACC3 inh -4, GSIS activator 7, EWS-Fli block 10, CFTR F508del cor -1.4, PAX8 reporter -7, DENV2 CPE rescue 2 and ERp5 block 1.
Screening CN(C)c1cccc(C(=O)N(Cc2ccccc2)Cc2ccccc2)c1 returned XiGFP reactiv -0.1, ARNT-TACC3 inh -3, GSIS activator 1, EWS-Fli block 11, CFTR F508del cor -1.0, PAX8 reporter 7, DENV2 CPE rescue inconclusive and ERp5 block -2.
For CNC[C@H]1Oc2c(NC(=O)c3ccncc3)cccc2C(=O)N([C@H](C)CO)C[C@H]1C the results were XiGFP reactiv -1.0, ARNT-TACC3 inh -3, GSIS activator -1, EWS-Fli block 6, CFTR F508del cor -0.4, PAX8 reporter -5, DENV2 CPE rescue -5 and ERp5 block 0.
For Cc1ccc(NS(=O)(=O)c2ccc(C(=O)N3CCOCC3)cc2)cc1 the results were XiGFP reactiv -0.1, ARNT-TACC3 inh 1, GSIS activator -13, EWS-Fli block -2, CFTR F508del cor 0.4, PAX8 reporter 11, DENV2 CPE rescue 15 and ERp5 block -1.
For O=C(Cn1nnc(-c2ccc(Cl)cc2)n1)NCc1ccco1 the results were XiGFP reactiv 0.0, ARNT-TACC3 inh -1, GSIS activator 0, EWS-Fli block -21, CFTR F508del cor 1.3, PAX8 reporter -16, DENV2 CPE rescue 11 and ERp5 block 1.
`O=C(CC1C(=O)NCCN1Cc1ccc(-c2ccccc2)cc1)NCC1CC1` (stereo not drawn) gave XiGFP reactiv 0.1, ARNT-TACC3 inh 2, GSIS activator -4, EWS-Fli block -1, CFTR F508del cor 0.7, PAX8 reporter -29, DENV2 CPE rescue -3 and ERp5 block 6.
For CC(C(=O)N1CCCCC1)N1CCN(S(=O)(=O)c2ccc(Cl)cc2)CC1 (stereo not drawn) the results were XiGFP reactiv 0.1, ARNT-TACC3 inh -22, GSIS activator 5, EWS-Fli block 2, CFTR F508del cor 0.0, PAX8 reporter 1, DENV2 CPE rescue 12 and ERp5 block 4.
`Cc1ccc(S(=O)(=O)Nc2cccc3c2O[C@H](CN(C)Cc2ccncc2)[C@@H](C)CN([C@@H](C)CO)C3=O)cc1` gave XiGFP reactiv -0.6, ARNT-TACC3 inh -4, GSIS activator 12, EWS-Fli block 1, CFTR F508del cor 0.2, PAX8 reporter 9, DENV2 CPE rescue 6 and ERp5 block -3.

High-throughput results from PubChem BioAssay.
